# MITF inh: human MITF inhibition, primary screen; inhibition, % at 2.6 µM; AID 1259374; actives 0.91% (n = 650,000); O75030; AlphaScreen MITF homodimerization, bead proximity signal; in the data active = inhibition above about 50%;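 note: 0% = vehicle wells with protein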
# Target sequence (O75030 whole entry, looked up): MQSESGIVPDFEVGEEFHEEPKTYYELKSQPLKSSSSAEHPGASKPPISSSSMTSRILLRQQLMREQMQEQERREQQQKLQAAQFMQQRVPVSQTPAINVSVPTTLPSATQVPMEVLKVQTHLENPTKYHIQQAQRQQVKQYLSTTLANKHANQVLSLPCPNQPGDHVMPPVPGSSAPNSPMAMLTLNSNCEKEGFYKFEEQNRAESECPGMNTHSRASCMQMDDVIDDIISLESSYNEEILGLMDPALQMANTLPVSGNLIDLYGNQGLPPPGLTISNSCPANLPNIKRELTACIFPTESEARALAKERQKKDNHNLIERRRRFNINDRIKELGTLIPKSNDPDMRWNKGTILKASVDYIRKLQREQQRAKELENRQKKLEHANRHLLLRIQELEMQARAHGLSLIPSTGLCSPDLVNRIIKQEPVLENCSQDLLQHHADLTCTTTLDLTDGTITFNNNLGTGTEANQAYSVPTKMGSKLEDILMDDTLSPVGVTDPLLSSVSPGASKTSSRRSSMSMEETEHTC
# GPR151 activ: activators of human GPR151. activation, % at 11.2 µM. actives 1% (n = 650,000). PathHunter beta-arrestin GPR151 cells, luminescence. AID 1508602; in the data active = activation above about 4.9%;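 note: 0% = median of compound wells and 100% = cells with positive control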
# Target sequence (Q8TDV0 whole entry, looked up): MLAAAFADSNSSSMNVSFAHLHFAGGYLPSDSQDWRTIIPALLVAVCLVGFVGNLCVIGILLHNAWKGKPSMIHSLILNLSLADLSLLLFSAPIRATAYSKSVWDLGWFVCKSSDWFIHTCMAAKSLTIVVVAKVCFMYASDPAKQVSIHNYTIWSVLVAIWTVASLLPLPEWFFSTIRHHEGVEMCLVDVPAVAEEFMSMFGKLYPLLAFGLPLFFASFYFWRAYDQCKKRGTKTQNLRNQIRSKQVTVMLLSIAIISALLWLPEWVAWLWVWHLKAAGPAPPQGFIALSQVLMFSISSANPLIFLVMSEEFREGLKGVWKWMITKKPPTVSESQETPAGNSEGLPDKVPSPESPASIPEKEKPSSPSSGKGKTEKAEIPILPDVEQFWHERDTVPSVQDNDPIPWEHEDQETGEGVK
# FBW7 act: activators of human E3 ligase FBW7; actives 0.13% (n = 650,000); Q969H0; AlphaScreen FBW7–phospho-cyclin E peptide binding, activator screen; normalized activity (activation), % at 26.1 µM; in the data active = normalized activity above about 1.9%;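 note: purified mutant Fbw7 with reduced substrate affinity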
# TEAD-YAP block: TEAD-YAP interaction inhibition; HEK-TIYL cells, TEAD-Gal4/YAP UAS-luciferase luminescence; inhibition, % at 9.12 µM; actives 1.4% (n = 640,000); AID 1259422; in the data active = inhibition above about 32%;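 note: 0% = median of test compound wells and 100% = reference inhibitor wells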
# * marks the source's active call; other numbers are inactive results; & = joins results of further samples. An unsorted share of the library; any-hit rate near 3.4%.
canonical_smiles	MITF inh	GPR151 activ	FBW7 act	TEAD-YAP block
CC1CCCC(NC(=O)COC(=O)CCc2ccccc2)C1C (stereo not given)	-5	-1.4	0.0	-2
O=C(Nc1ccc2oc(-c3ccccc3F)nc2c1)c1ccc(Br)cc1	5	-0.8	0.8	1
c1ccc2c(c1)nc(NCc1ccc3c(c1)OCO3)n2CCN1CCOCC1	-3	-0.6	0.0	-19
Cn1c(Nc2nc(NCc3ccccc3)c3ncn(C4CCCCC4)c3n2)nc2ccccc21	-1	3.3	-0.2	4
O=C(Cc1ccc(Cl)cc1)NCC(=O)N/N=C/c1ccccc1[N+](=O)[O-]	5	1.4	-0.1	-3
N#C/C(=C\c1ccc([N+](=O)[O-])cc1)C(=O)Nc1ccc(Br)cc1F	19	-0.3	0.7	2
CCn1cc(CNc2nc(C)c(-c3ccn(Cc4ccccc4)n3)s2)c(C)n1	16	-0.6	0.0	19
Cc1ccc(-c2nnc(-c3cccnc3)o2)c(C)c1	14	-3.1	0.1	-34
COCCNC(=O)[C@@H]1C[C@H](NCc2cccc(F)c2)CN1C(C)C	-3	-0.7	-0.1	-4
CCCCOc1ccc(-c2nc3s/c(=C\c4cccs4)c(=O)n3n2)cc1	-14	-0.8	0.0	-3
CCN1CCc2c(OCc3ccc(F)cc3)cccc2C1=O	-7	1.1	-0.1	3
COc1cc(S(=O)(=O)N2CCCC2)ccc1Br	13	4.0	0.2	-6
FC(F)(F)c1cc(-c2cnc(NCc3ccco3)c3nccn23)cc(C(F)(F)F)c1	15	1.7	0.4	3
CC1(c2ccccc2)CC(C(=O)O)(C(=O)O)Cc2ccccc21 (stereo not given)	-15	3.3	-0.1	-5
O=S1(=O)N=C(Nc2cc(C(F)(F)F)ccc2Cl)c2ccccc21	12	1.8	0.1	8
O=C(CCSc1ccc(F)cc1)N1CCN(c2nc3ccccc3s2)CC1	-6	2.5	0.1	16
Cc1ccc(F)cc1NC(=O)N[C@H]1C[C@H]2C(=O)N[C@@H](CCCCN)C(=O)N2C1	-3	-1.5	-0.3	-20
CCCc1c(C)c2ccc(O)cc2oc1=O	-6	1.9	0.0	4
COCCNC(=O)CNC(=O)c1nn(-c2ccc(OC)cc2OC)c(=O)c2ccccc12	1	0.9	0.4	-4
Cc1ccc2c(c1)s/c(=N\C(=S)NC(=O)c1ccc(S(=O)(=O)N(C)C)cc1)n2C	-1	-0.8	0.2	-3
O=C(Cc1ccc(F)cc1)Nc1ccc(S(=O)(=O)NC2CCCCC2)cc1	-13	-0.1	0.2	2
CCC(C(=O)NCCN1CCOCC1)n1c2ccccc2c2nc(=O)cc(C)n21 (stereo not given)	9	2.4	0.0	3
CC(C)(C#N)NC(=O)Nc1ccccc1	3	1.3	-0.2	1
O=C1OC(c2ccc(F)cc2)=N/C1=C\c1ccc(-c2ccc(I)cc2)o1	-1	6.0*	-0.1	-1
NC(=O)C1C2CCCC1C2c1ccccc1 (stereo not given)	7	0.7	-0.1	-5
CCn1cc(C(=O)NC2CCCCCCC2)c(=O)c2cc(S(=O)(=O)N(C)C)ccc21	8	0.2	0.0	0
COc1ccccc1CC(=O)NCCc1ccc(F)cc1	12	1.7	1.0	-9
O=C(CN1C(=O)[C@H]2CCCN2C(=O)c2ccccc21)N1CCOCC1	1	-0.6	0.0	8
COC(=O)c1cccc(NC(=O)c2ccccc2C(=O)O)c1	10	-1.2	0.3	0
OCCNc1nc(Cl)nc(NCc2ccco2)n1	12	0.2	-0.1	-2

canonical_smiles	MITF inh	GPR151 activ	FBW7 act	TEAD-YAP block
Nc1ncnc2nc(SCCO)[nH]c12	-9	7.0*	-0.2	-7
CCOc1ccccc1OCCOc1ccc(C=O)cc1	7	4.0	0.2	6
COc1ccc(C2(C(=O)Nc3ccc4c(c3)OCO4)CCOCC2)cc1	3	3.0	0.7	-8
COCCCN1C(=S)NC2c3cccc(OC)c3OC1(C)C2C(=O)N(C)C (stereo not given)	10	-0.3	0.2	-1
COc1ccc(F)c(CN2CCc3nnc(C(C)NC(=O)c4ccco4)n3CC2)c1 (stereo not given)	-4	0.6	-0.1	-2
CCOC(=O)c1c(C)oc2ccc(OCC(N)=O)cc12	13	-0.9	-0.1	3
CCOC(=O)C1=C(C)N=c2s/c(=C\c3ccc(OCc4ccccc4Cl)c(OC)c3)c(=O)n2C1c1cccs1 (stereo not given)	3	1.1	0.1	-1
CCOC(=O)c1c(Nc2ccccc2)sc(C=NCCc2ccccc2)c1O	5	1.8	-0.2	-5
COc1ccc(NC(=O)Cc2noc3ccccc23)cc1OC	13	-0.5	0.6	-7
Cc1cc(C)c2oc(-c3ccc(NC(=S)NC(=O)c4cc5ccccc5o4)cc3)nc2c1	-2	-1.9	0.2	-9
Cc1cc(/C=N/NC(=O)c2cccc(N(C)C)c2)c(C)n1-c1cc(C(=O)O)cc(C(=O)O)c1	52*	-0.7	-0.3	-26
C=CCNc1c(C)c(C)nc2cc(-c3ccc(OC)cc3)nn12	-11	-1.1	-0.1	-72
Nc1nonc1-c1noc(COc2ccc(Cl)cc2)n1	-6	-0.9	0.0	-31
CCOc1ccc(C2NC(=O)NC(C)=C2C(=O)OCCC(C)C)cc1 (stereo not given)	-18	0.3	0.0	5
O=[N+]([O-])c1cccc2cn[nH]c12	-1&12&8&9	-1.5&0.0&4.5&0.7	-0.1&0.6&0.0&0.0	-18&-4
O=C(CSc1nnc2[nH]c(=O)c(Cc3ccccc3)nn12)Nc1cccc(F)c1	-3	1.4	0.0	6
Cc1cc2c(cc1C)CSC(c1ccccc1O)SC2	15	-0.6	0.1	-6
CCCNC(=O)c1ccnc(-c2c(C)nn(C)c2C)c1	2	2.3	0.0	11
C=C(C)CN1C(=O)NC(CC)(C2CCN(C(=O)c3cccnc3OC)CC2)C1=O (stereo not given)	20	-0.5	0.0	0
COc1ccc(N2C(=O)Nc3cc(Cl)c(Cl)cc3N2O)c(OC)c1	1	-0.4	0.0	11
CCCCc1ccc(NC(=O)c2cnccn2)cc1	-9	-3.1	0.0	-49
COc1ccc(CN2CCNC(=O)C2CC(=O)N(C)Cc2ccon2)cc1OC (stereo not given)	-14	1.7	-0.1	-7
CCc1ccc(NC(=O)Cn2ccn(Cc3ccc(OC)cc3)c(=O)c2=O)cc1	9	-2.3	-0.1	1
COc1ccc(/C(C)=N\NC(=O)c2ccc(C)nc2)cc1[N+](=O)[O-]	-11	0.0	0.0	-4
N#Cc1ccc(-c2csc(NC(=O)c3ccc(S(=O)(=O)N4CCCCC4)cc3)n2)cc1	-3	-0.2	0.0	12
O=C(O)c1ccc(S(=O)(=O)NCC2CCCCC2)cc1	3	0.7	0.2	4
COc1ccc(-c2nnc3ccc(SCC(=O)Nc4cccc(F)c4)nn23)cc1	0	-0.2	0.1	10
C=CCn1ncc(OC)c(Cl)c1=O	-14	0.1	0.8	1
CC(C)Oc1ccccc1/C=N/NC(=O)C(=O)N/N=C/c1ccccc1OC(C)C	10	0.4	0.1	-3
O=C(OCCN1C(=O)c2ccccc2C1=O)c1ccccc1	10	0.3	0.3	-12

canonical_smiles	MITF inh	GPR151 activ	FBW7 act	TEAD-YAP block
CC[C@H](C)[C@@H]1NC(=O)[C@@H]2C[C@H](NC(=O)Nc3cccc(Cl)c3Cl)CN2C1=O	19	-2.0	0.4	12
Cc1ccccc1C(=O)NC(=S)Nc1ccc(N2CCCCC2)c(Cl)c1	9	-1.5	0.3	1
O=C(NCc1ccncc1)c1c(O)c2c([nH]c1=O)CCCC2	6	-0.3	-0.1	9
CCC(C(=O)NCCN(C)C)n1nc(C)c2sc3ccccc3c2c1=O (stereo not given)	-1	-0.4	-0.1	7
Cc1cc(OCc2nc(-c3nonc3N)no2)ccc1Cl	-5	0.7	-0.1	-31
Cc1cc(OC(C)C(=O)N(Cc2ccco2)C2CCS(=O)(=O)C2)ccc1Cl (stereo not given)	7	-0.6	0.0	8
CC(C)S(=O)(=O)N1CC[C@@H]2[C@H](CCCN2C(=O)Cc2ccsc2)C1	15	-0.3	-0.2	-1
Cc1oc2cc(Br)c(OCc3ccccc3F)cc2c1C(=O)OC(C)C	-5	0.2	0.2	-11
O=C(Nc1ccccc1Cl)N1CCN(c2nc(-c3ccc(F)cc3)cs2)CC1	3	-1.6	-0.4	-17
COC(=O)C1=CN(Cc2ccc(F)cc2)C=C(C(=O)OC)C1c1ccccc1Cl	-1	-0.2	1.7	-4
O=C1c2ccccc2C(=O)N1CN1CCCc2ccccc21	-8	-1.5	-0.2	8
Cc1ccc(/C=N/NC(=O)c2cc(Br)ccc2O)cc1	-5	-0.5	0.2	-4
COc1ccc2[nH]c3c(c2c1)CN(C)CC3	0	-0.7	0.0	-3
O=C(Nc1ccccc1)Nc1ccc(N2CCCC2=O)cc1	15	-6.5	0.7	-1
O=C(CN(C(=O)CCC(=O)Nc1ccccn1)c1ccc(F)cc1)NCC1CCCO1 (stereo not given)	15	0.9	0.1	3
COC(=O)c1ccccc1C(=O)N(Cc1cccnc1)c1nc2c(Cl)cccc2s1	3	0.4	-0.1	1
Cc1csc(NC(=O)C(C)N2Cc3ccccc3C2=O)n1 (stereo not given)	-11	-0.3	0.0	-5
CC1CCCCC1NC(=O)C1CCN(S(C)(=O)=O)CC1 (stereo not given)	-6	0.5	-0.3	-4
CCN1CCN(C(=O)CSCc2nc(-c3cccc(C)c3)oc2C)CC1	5	-0.7	0.0	-1
COC(=O)c1ccccc1NC(=O)NCc1noc2ccc(C)cc12	6	0.0	0.4	16
Cn1cnnc1Sc1nc2c(c(=O)n(C)c(=O)n2C)n1Cc1ccc(Cl)c(Cl)c1	-250	0.8	-0.5	1
CCOc1ccc(-c2[nH]nc3c2C(c2ccc(OCc4c(F)cccc4Cl)cc2)C(C#N)=C(N)O3)cc1 (stereo not given)	17	-0.5	-0.1	-9
Cc1[nH]c(=O)[nH]c(=O)c1NS(=O)(=O)c1ccc2c(c1)CCCC2	2	0.4	0.0	-6
COCCn1nnnc1C(c1cccs1)N1CCN2CCCC2C1 (stereo not given)	13	-0.6	-0.2	-4
O=C1NC2(CCN(C(=O)c3ccc(OC4CSC4)cc3)CC2)Nc2ccccc21	10	-0.9	-0.1	13
O=C(Nc1ccccc1C(F)(F)F)c1cc([N+](=O)[O-])nn1Cc1ccccc1	28	-0.2	0.4	-13
O=C(Nc1ccc(F)cc1F)c1cc([N+](=O)[O-])nn1Cc1ccccc1	13	1.0	0.1	-22
CC(=O)Nc1ccc(S(=O)(=O)Nc2ncccn2)cc1	-6	3.1	0.1	0
OCCC1CN(Cc2cccn2-c2cccnc2)CCN1Cc1ccccc1F (stereo not given)	1	-0.8	-0.1	-8
Cc1ccc(NC(=O)COC(=O)Cc2ccc(Cl)cc2)cc1	2	0.2	0.0	1

# Random excerpt: six entries already listed, in no set order.
canonical_smiles	MITF inh	GPR151 activ	FBW7 act	TEAD-YAP block
CC[C@H](C)[C@@H]1NC(=O)[C@@H]2C[C@H](NC(=O)Nc3cccc(Cl)c3Cl)CN2C1=O	19	-2.0	0.4	12
Cn1cnnc1Sc1nc2c(c(=O)n(C)c(=O)n2C)n1Cc1ccc(Cl)c(Cl)c1	-250	0.8	-0.5	1
Cc1ccc(/C=N/NC(=O)c2cc(Br)ccc2O)cc1	-5	-0.5	0.2	-4
Cc1ccccc1C(=O)NC(=S)Nc1ccc(N2CCCCC2)c(Cl)c1	9	-1.5	0.3	1
O=C(Nc1ccccc1)Nc1ccc(N2CCCC2=O)cc1	15	-6.5	0.7	-1
COC(=O)C1=CN(Cc2ccc(F)cc2)C=C(C(=O)OC)C1c1ccccc1Cl	-1	-0.2	1.7	-4

# (cont.)
# Every second line gives: MITF inh, GPR151 activ, FBW7 act, TEAD-YAP block
- O=C(c1cn(-c2ccc(F)cc2F)c(=O)c2ccccc12)N1CCN(c2cccc(Cl)c2)CC1
    5, 0.7, 0.0, -2
- Cc1ccc(NS(=O)(=O)c2cc(C(=O)NCc3ccncc3)ccc2C)cc1
    22, 0.3, -0.1, 4
- COc1ccc(CCn2c(SCC(=O)c3ccc(Cl)cc3)nc3ccccc3c2=O)cc1OC
    2, 0.5, -0.1, 0
- COc1ccc(NC(=O)C(C)N(c2ccc(C)cc2)S(C)(=O)=O)cc1Cl (stereo not given)
    -2, 0.9, -0.1, -5
- C/C=C/c1ccc(OCc2ccccc2)c(OC)c1
    -8, 0.3, 0.1, -43
- O=C(N/N=C/c1cc2c(cc1[N+](=O)[O-])OCO2)C1COc2ccccc2O1 (stereo not given)
    -9, -0.8, -0.1, 0
- Cc1ccc(S(=O)(=O)CCC(=O)Nc2cc(Cl)ccc2C)cc1
    5, 0.1, -0.1, -15
- CCc1ccc(C2C(C(=O)OCCOc3ccccc3)=C(C)NC3=C2C(=O)CC(c2ccc(OC)cc2)C3)cc1 (stereo not given)
    -6, -0.3, 1.2, -1
- CN(C1=NS(=O)(=O)c2ccccc21)c1ccc(OC(=O)c2ccc([N+](=O)[O-])cc2)cc1
    0, 0.7, -0.1, 2
- CN(CCO)c1nc(N)c2c(N)nc3c(c2c1C#N)CC(=O)N3Cc1cccs1
    20, -1.3, 1.2, -2
- CN1C2=NC(=O)/C(=C/c3ccc([N+](=O)[O-])cc3)N2c2ccccc21
    -5, -0.3, 0.0, 9
